Screens from PubChem.
STK33 kin inh: STK33 kinase inhibitors, primary screen, biochemical, luminescence, ADP-Glo, MBP substrate; 27,000 compounds, 0.44% hits; inhibition, % at 12.5 µM; Serine/threonine-protein kinase 33 (Homo sapiens), Q9BYT3; in the data active means inhibition above about 20%
Target sequence (Q9BYT3 whole entry, looked up): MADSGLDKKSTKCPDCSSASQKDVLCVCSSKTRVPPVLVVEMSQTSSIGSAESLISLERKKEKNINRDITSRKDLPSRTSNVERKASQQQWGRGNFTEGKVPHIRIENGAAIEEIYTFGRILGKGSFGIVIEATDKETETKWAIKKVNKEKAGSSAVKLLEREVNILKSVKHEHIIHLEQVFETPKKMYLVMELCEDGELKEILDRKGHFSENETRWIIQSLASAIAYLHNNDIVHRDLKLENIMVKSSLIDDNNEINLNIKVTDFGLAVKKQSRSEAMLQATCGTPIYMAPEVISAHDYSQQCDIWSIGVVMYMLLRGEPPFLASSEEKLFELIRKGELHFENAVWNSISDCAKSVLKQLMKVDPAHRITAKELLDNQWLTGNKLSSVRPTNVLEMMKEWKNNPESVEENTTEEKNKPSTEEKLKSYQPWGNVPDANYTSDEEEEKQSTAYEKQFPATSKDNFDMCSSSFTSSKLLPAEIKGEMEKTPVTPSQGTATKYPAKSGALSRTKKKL
mut p53 react: mutant p53 pathway re-activators, primary screen, cell-based, SW480, luciferase, single point, HTS; SW480 PUMA-promoter luciferase, p53 mutant reactivation; 28,000 compounds, 1.5% hits; activation, % at 9.98 µM; in the data active means activation above about 52%
* hit, by the source's call; nt = no result given. An excerpt, so the mix of outcomes need not match the whole.

SMILES	STK33 kin inh	mut p53 react
C[C@@H]1C(=O)O[C@H](C)[C@H]1C[C@@H](O)[C@](C)(O)[C@H]1CC[C@@]2(O)C3=CC(=O)[C@@H]4C[C@@H](O)[C@@H](O)C[C@]4(C)C3CC[C@]12C (some centres undefined)	-2.0	-2.4
C[C@H](CO)N1C[C@H](C)[C@@H](CN(C)S(=O)(=O)c2cn(C)cn2)Oc2ncc(C#CCN(C)C)cc2C1=O	nt	8.7
Cc1cc(C)nc(SCC(=O)Nc2cccc(C(=O)O)c2)n1	-1.5	2.4
CCC(=O)Nc1nc2ccccc2n1CCCN(C)C	-3.1	6.2
CC(C)NC(=O)N(C)C[C@H]1OCCCC[C@@H](C)Oc2ccc(NS(=O)(=O)c3ccccc3)cc2C(=O)N([C@H](C)CO)C[C@@H]1C	2.1	2.2
COc1cccc(C(=O)NC(c2ccc(C)cc2)c2cc(Cl)c3cccnc3c2O)c1 (centres undefined)	-2.7	-67.0
Cc1ccc2c(c1)CCCN2S(=O)(=O)c1cc(OCC(N)=O)c(C)cc1Cl	1.2	-21.2
COc1ccc(C2C(C(=O)c3ccco3)C(=O)C(=O)N2CCN(C)C)cc1OC (centres undefined)	0.3	-3.0
NC(=O)c1ccc(-n2nnnc2SCC(=O)Nc2ccccc2-c2ccccc2)cc1	2.6	-13.0
Cc1ccc(-c2nc3cnccn3c2NC2CCCCC2)o1	nt	-20.8
CC1CCC2(C)C(C(=O)O)=CCCC2C1(C)CCC1=CC(=O)OC1O (centres undefined)	1.8	-14.3
N#CCCSc1nnc(-c2cccnc2)n1Cc1ccccc1	-0.5	-12.1
C=C1C[C@@]23CC[C@@H]4[C@](C)(CO)CCC[C@@]4(C)[C@@H]2CC[C@@H]1C3	-0.5	-0.5
Cc1noc(C)c1NC(=O)N(C)C[C@H]1Oc2ccc(NC(=O)NC3CCCCC3)cc2C(=O)N([C@@H](C)CO)C[C@H]1C	nt	1.7
CC(C)NC(=O)Nc1ccc2c(c1)C(=O)N([C@@H](C)CO)C[C@H](C)[C@@H](CN(C)C(=O)Nc1ccccc1)OCCCC[C@H](C)O2	nt	0.3
C[C@H]1CN([C@@H](C)CO)C(=O)Cc2cc(NC(=O)CCN3CCOCC3)ccc2O[C@@H]1CN(C)Cc1ccc(C(=O)O)cc1	-3.6	nt
Cc1cccc(NC(=O)CSc2nc(-c3cccs3)cc(C(F)(F)F)c2C#N)c1	2.2	-80.5
COc1ccc(S(=O)(=O)Nc2ccc3c(c2)C(=O)N([C@H](C)CO)C[C@H](C)[C@@H](CN(C)S(=O)(=O)c2ccc(F)cc2)OCCCC[C@@H](C)O3)cc1	-1.7	nt
C[C@H](CO)N1C[C@H](C)[C@H](CN(C)Cc2ccccn2)Oc2cc(-c3cccc(C#N)c3)ccc2S1(=O)=O	nt	-13.1
CCS(=O)(=O)N1CCC[C@@H]2CN3CCc4cc(OC)ccc4[C@@H]3C[C@@H]21	nt	9.3
Cc1cccc(C)c1OCC(=O)Nc1ccccc1C#N	0.7	9.0
Cc1c(Cl)cccc1NC(=S)N1CCCN(c2nc3ccc(Cl)cc3s2)CC1	nt	2.6
CC(C)NC(=O)Nc1ccc2c(c1)C(=O)N([C@H](C)CO)C[C@H](C)[C@H](CN(C)Cc1ccc(C(F)(F)F)cc1)OCCCC[C@@H](C)O2	-0.8	nt
C[C@H]1CCCCO[C@H](CN(C)Cc2ccccc2)[C@@H](C)CN([C@@H](C)CO)C(=O)c2cc(NS(=O)(=O)c3cccs3)ccc2O1	nt	-13.8
Cc1noc(C)c1NC(=O)N(C)C[C@H]1Oc2ccc(NC(=O)CCC(F)(F)F)cc2C(=O)N([C@@H](C)CO)C[C@@H]1C	-1.5	nt
CCc1ccc(OCC(=O)Nc2ccccc2C#N)cc1	1.0	64.3*
COc1ccc(NC(=O)Nc2ccc3c(c2)CC(=O)N([C@@H](C)CO)C[C@H](C)[C@@H](CN(C)S(=O)(=O)c2cn(C)cn2)O3)cc1	2.0	0.0
C[C@@H]1CN([C@H](C)CO)C(=O)Cc2cc(NC(=O)CCCN(C)C)ccc2O[C@H]1CN(C)C	nt	1.7
C[C@H]1CN([C@@H](C)CO)C(=O)Cc2cc(NS(=O)(=O)c3ccccc3)ccc2O[C@@H]1CN(C)S(=O)(=O)c1ccc(Cl)cc1	2.3	nt
COc1ccc(S(=O)(=O)N(C)CC(=O)Nc2cccc(Cl)c2C)cc1C	-4.3	-5.4
CCN1CSC(=S)N(CC)C1	nt	-13.4
O=C(COc1ccc(Br)cc1Cl)NCc1cccnc1	2.5	11.3
C[C@@H]1CN([C@@H](C)CO)C(=O)Cc2cc(NS(=O)(=O)c3ccc(F)cc3)ccc2O[C@@H]1CN(C)Cc1ccc(Oc2ccccc2)cc1	3.9	nt
CCn1c(SCC(=O)Nc2ccccc2F)nnc1-c1ccccc1F	1.0	14.6
CCOC(=O)Nc1ccc2c(c1)N(C(=O)CCN1CCOCC1)c1ccccc1CC2	-4.2	6.1
C[C@@H]1CN([C@@H](C)CO)C(=O)c2cccc(NS(=O)(=O)c3cccs3)c2O[C@H]1CN(C)Cc1ccc(Oc2ccccc2)cc1	nt	2.2
COc1ccccc1-c1cnc2c(c1)C(=O)N([C@H](C)CO)C[C@H](C)[C@@H](CN(C)CC1CCOCC1)O2	nt	5.3
C[C@@H]1CCCCO[C@@H](CN(C)Cc2ccncc2)[C@@H](C)CN([C@@H](C)CO)C(=O)c2cc(NC(=O)Cc3ccccc3)ccc2O1	nt	4.0
CCOC(=O)c1cnc(SCC(=O)Nc2ccccc2C)nc1N	1.5	8.8
Cc1cc(C(C)(C)C)cc(C)c1CC1=NCCN1	nt	6.3
COC(=O)c1c(NC(=O)c2ccc(NS(C)(=O)=O)cc2)sc2c1CCCC2	0.5	-5.5
CNC[C@H]1Oc2ccc(NS(=O)(=O)c3cn(C)cn3)cc2C(=O)N([C@H](C)CO)C[C@@H]1C	nt	-5.9
Cc1cccc(OCCCC(=O)Nc2sc3c(c2C(N)=O)CCCC3)c1C	4.7	4.4
COc1ccccc1CNC(=O)c1cc(-c2ccccn2)nc2c(Cl)cccc12	-0.2	-3.6
COc1ccccc1N(CC(=O)Nc1cccc([N+](=O)[O-])c1C)S(C)(=O)=O	0.2	-9.3
C[C@@H]1CCCCO[C@H](CN(C)C(=O)CCC(F)(F)F)[C@@H](C)CN([C@H](C)CO)C(=O)c2cc(NC(=O)Nc3ccccc3)ccc2O1	-2.6	nt
C[C@@H]1CN([C@@H](C)CO)C(=O)c2cc(NS(=O)(=O)c3ccccc3)ccc2O[C@@H]1CN(C)C(=O)Nc1ccc(F)cc1	1.8	nt
N[C@@H](CC(=O)N1CCn2c(nnc2C(F)(F)F)C1)Cc1cc(F)c(F)cc1F	-5.4	nt
C[C@@H]1CN([C@@H](C)CO)C(=O)c2cc(NC(=O)Nc3ccc(C(F)(F)F)cc3)ccc2O[C@@H](C)CCCCO[C@H]1CN(C)C(=O)CCCN(C)C	nt	-4.5
C[C@@H]1CN([C@@H](C)CO)C(=O)c2cc(NC(=O)NC3CCCCC3)ccc2O[C@H]1CN(C)C(=O)Nc1cccc2ccccc12	nt	-13.3
COC(=O)Cc1c(C)nc2nc(NCc3ccccc3)[nH]n2c1=O	-1.6	14.2
C[C@H](CO)N1C[C@H](C)[C@@H](CN(C)C(=O)Nc2ccc(C(F)(F)F)cc2)Oc2c(NC(=O)Nc3ccc4c(c3)OCO4)cccc2C1=O	nt	-1.5
C[C@@H]1CCCCO[C@@H](CN(C)S(C)(=O)=O)[C@@H](C)CN([C@H](C)CO)C(=O)c2cc(NS(=O)(=O)c3ccc(Cl)cc3)ccc2O1	-0.2	nt
Cc1noc(C)c1NC(=O)Nc1cccc2c1O[C@@H](CN(C)Cc1ccc(Cl)c(Cl)c1)[C@H](C)CN([C@@H](C)CO)C2=O	nt	1.6
Cc1noc(C)c1NC(=O)Nc1cccc2c1O[C@H](CN(C)Cc1ccncc1)[C@@H](C)CN([C@@H](C)CO)C2=O	nt	9.0
CC(=O)N(C)C[C@@H]1Oc2cc(-c3cccc(C#N)c3)ccc2S(=O)(=O)N([C@H](C)CO)C[C@H]1C	nt	0.7
Cc1noc(C)c1S(=O)(=O)N(C)C[C@@H]1Oc2ccc(NC(=O)Nc3ccc(F)cc3)cc2CC(=O)N([C@H](C)CO)C[C@@H]1C	2.9	0.9
COc1ccc(Cl)cc1NC(=O)C(C)NS(=O)(=O)c1ccc(Br)cc1 (centres undefined)	-1.7	-3.1
C[C@@H]1CN([C@H](C)CO)C(=O)Cc2cc(NC(=O)Nc3ccc4c(c3)OCO4)ccc2O[C@H]1CN(C)Cc1ccc(C(=O)O)cc1	-3.5	nt
C[C@@H]1CCCCO[C@@H](CN(C)S(=O)(=O)c2ccccc2)[C@H](C)CN([C@@H](C)CO)C(=O)c2cc(N(C)C)ccc2O1	nt	-16.9

Carrying on:
SMILES	STK33 kin inh	mut p53 react
CC1=CCC2[C@](C)(CCC[C@]2(C)C(=O)O)[C@H]1CCc1ccoc1 (some centres undefined)	-2.3	nt
Cc1noc(C)c1NC(=O)N(C)C[C@@H]1Oc2cc(C#CCC3CCCC3)ccc2S(=O)(=O)N([C@H](C)CO)C[C@@H]1C	nt	-17.3
C[C@@H]1CN([C@H](C)CO)C(=O)c2cc(NC(=O)CCCN(C)C)ccc2O[C@@H]1CN(C)C	nt	4.6
COC(=O)C(C)Sc1nc(N2CCOCC2)nc(N2CCOCC2)n1 (centres undefined)	3.9	-4.1
CCCNC(=O)N(C)C[C@H]1Oc2cc(-c3ccccc3F)ccc2S(=O)(=O)N([C@H](C)CO)C[C@H]1C	nt	-5.2
C[C@@H]1CN([C@@H](C)CO)C(=O)Cc2cc(NS(=O)(=O)c3cccs3)ccc2O[C@@H]1CN(C)C(=O)Nc1cccc2ccccc12	2.5	-9.2
Cc1ccc(-c2cnc3c(c2)C(=O)N([C@H](C)CO)C[C@H](C)[C@@H](CN(C)C(=O)c2cccnc2)O3)cc1	nt	7.7
Cc1ccccc1C(=O)Nc1ccc(OCC(=O)O)cc1	0.0	-7.8
COc1ccc(NC(=O)Nc2ccc3c(c2)CC(=O)N([C@H](C)CO)C[C@H](C)[C@@H](CN(C)S(=O)(=O)c2ccc(C)cc2)O3)cc1	nt	-31.1
COC(=O)c1c(-c2ccc(F)cc2)csc1NC(=O)CSc1ncnc2sc3c(c12)CCC3	2.0	-17.2
CC(=O)Nc1ccc(S(=O)(=O)n2cnc3ccccc32)cc1	-0.3	nt
COc1ccc(NC(=O)Nc2ccc3c(c2)[C@@H]2C[C@@H](CC(=O)NCc4ccccc4F)O[C@@H](CO)[C@@H]2O3)cc1	nt	-0.3
O=C(CSc1nccc(=O)[nH]1)Nc1cccc(F)c1	-1.2	-0.5
C[C@H]1CN([C@@H](C)CO)C(=O)Cc2cc(NC(=O)Nc3ccc4c(c3)OCO4)ccc2O[C@H]1CN(C)C	-1.7	nt
COC(=O)C(CC#Cc1ccc2c(c1)[C@]1(C(=O)N2)[C@H](c2ccc(OCCO)cc2)N2[C@H](c3ccccc3)[C@H](c3ccccc3)OC(=O)[C@H]2[C@@H]1C(N)=O)C(=O)OC	17.0	nt
COc1ccc(-c2cc(C(=O)N3CCCC3C(=O)O)c(C)o2)cc1OC (centres undefined)	-0.5	27.4
CC(C)NC(=O)N(C)C[C@@H]1Oc2ccc(NC(=O)CCCN(C)C)cc2CC(=O)N([C@@H](C)CO)C[C@H]1C	nt	-6.2
C[C@H](CO)N1C[C@H](C)[C@H](CN(C)C(=O)Nc2cccc3ccccc23)Oc2ncc(C#Cc3ccc(F)cc3)cc2C1=O	-4.0	nt
COc1ccccc1NC(=O)c1ccc(OC(C)C(=O)O)cc1 (centres undefined)	-3.2	-6.8
C[C@H](CO)N1C[C@H](C)[C@H](CN(C)CC2CCCCC2)Oc2ccc(NS(=O)(=O)c3ccc(F)cc3)cc2CC1=O	-3.7	nt
Cc1cccc(CN(C)C[C@@H]2Oc3ncc(/C=C/c4ccccc4)cc3C(=O)N([C@H](C)CO)C[C@@H]2C)c1	nt	-6.0
COCCNC(=O)c1ccccc1-c1nc(-c2ccc(OC)c(OC)c2)no1	-3.8	3.3
CC(=O)Nc1ccc(C(=O)CSc2nc3ccccc3n2C)cc1	-0.7	28.7
CCOc1ccc2nc(S/C=C/C(=O)c3ccc(Cl)cc3)sc2c1	0.5	nt
C[C@H]1CN([C@@H](C)CO)C(=O)c2cccc(NC(=O)NC3CCCCC3)c2O[C@@H]1CN(C)Cc1ccncc1	nt	-7.6
C[C@@H]1CN([C@@H](C)CO)C(=O)c2cc(-c3ccc(F)cc3)cnc2O[C@@H]1CN(C)C(=O)c1ccncc1	nt	3.0

Profiles as entered above. Values in the order: STK33 kin inh, mut p53 react
Results for `CC1=CCC2[C@](C)(CCC[C@]2(C)C(=O)O)[C@H]1CCc1ccoc1` (some centres undefined) = -2.3, nt
Results for `C[C@@H]1CN([C@H](C)CO)C(=O)c2cc(NC(=O)CCCN(C)C)ccc2O[C@@H]1CN(C)C` = nt, 4.6
Results for `COc1ccccc1NC(=O)c1ccc(OC(C)C(=O)O)cc1` (centres undefined) = -3.2, -6.8
Results for `Cc1cccc(CN(C)C[C@@H]2Oc3ncc(/C=C/c4ccccc4)cc3C(=O)N([C@H](C)CO)C[C@@H]2C)c1` = nt, -6.0
